Source: PubChem (Sanford-Burnham Center for Chemical Genomics)
MPTP block: blocks calcium-induced mitochondrial swelling; actives 1.4% (n = 360,000); AID 602449; isolated mouse mitochondria, Ca2+ swelling absorbance, 30 min; inhibition, % at 10 µM;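 active means inhibition of 50% or more, scaled per plate between neutral and stimulator controls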;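 further: 0% = DMSO wells given calcium and 100% = 1 mM EGTA wells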
TIM10 inh: growth inhibitors of TIM10 yeast strain; inhibition, % at 10 µM; actives 1.4% (n = 330,000); S. cerevisiae TIM10 strain growth, BacTiter-Glo luminescence, 24 h;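 active means inhibition of 40% or more at the single tested concentration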;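 further: wild-type TIM10 isogenic control strain grown at permissive 25 °C; 0% = DMSO yeast wells and 100% = minimal medium wells without yeast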
tim10-1 inh: inhibits growth of tim10-1 mutant yeast. inhibition, % at 20 µM. S. cerevisiae tim10-1 ts strain growth, BacTiter-Glo, 24 h. actives 2.2% (n = 330,000). AID 463190;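 active means inhibition of at least 40%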;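 further: mutant grown at 25 °C; 0% = DMSO wells with yeast and 100% = wells holding no yeast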
tim23-1 inh: inhibits growth of tim23-1 mutant yeast; S. cerevisiae tim23-1 growth, BacTiter-Glo luminescence, 24 h; inhibition, % at 20 µM; actives 1.3% (n = 330,000);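 active means growth inhibition of the mutant yeast at or above 50%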;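 further: temperature-sensitive mutant grown at 25 °C; plate controls were DMSO-treated mutant yeast for no effect and medium wells lacking yeast for full effect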
MIN6 prolif: MIN6 beta-cell proliferation induction | actives 0.29% (n = 330,000) | MIN6 cells proliferation, ATPlite luminescence, 48 h; cells starved in 0.2% serum; 100% = growth in 10% serum | proliferation, % at 10 µM | AID 2380;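 active means compounds whose signal lies at least 3.5 SD above the mean of all wells on their plate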;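 further: 0% = DMSO-treated cells in low-serum medium and 100% = 10% serum control; some compounds called inactive have numbers as strong as hits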
APJ agonist: APJ receptor agonism; actives 0.11% (n = 330,000); AID 2520; activation, % at 20 µM; CHO-K1 APJ PathHunter beta-arrestin, luminescence; 0% DMSO wells, 100% apelin;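 active means activation more than six SD over the plate average, tested at 20 µM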;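 further: 0% = DMSO alone and 100% = apelin-13 at 10 nM; some results filed as inactive read as strong as hits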
Target sequence (P35414 whole entry, looked up): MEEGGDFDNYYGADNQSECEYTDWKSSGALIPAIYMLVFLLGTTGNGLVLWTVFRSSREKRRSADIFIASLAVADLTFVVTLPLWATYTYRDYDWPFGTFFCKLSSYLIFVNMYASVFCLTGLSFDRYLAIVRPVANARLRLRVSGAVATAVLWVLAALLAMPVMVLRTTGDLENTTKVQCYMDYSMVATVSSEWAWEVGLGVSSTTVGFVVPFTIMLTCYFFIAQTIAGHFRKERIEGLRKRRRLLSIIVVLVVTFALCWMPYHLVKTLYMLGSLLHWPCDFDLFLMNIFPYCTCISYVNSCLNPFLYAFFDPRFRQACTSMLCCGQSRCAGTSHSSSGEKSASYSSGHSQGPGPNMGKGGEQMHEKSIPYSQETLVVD
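Test system: CHO-K1 APJ beta-arrestin complementation cell line. Amount: cell density 1000 per well. Controls: DMSO negative, 10 nM Apelin-13 positive. Signal: luminescent beta-gal fragment complementation, chemiluminescent substrate. Read-out basis: agonist-driven arrestin binding to APJ. Timing: compound stimulation 90 min at 25 °C, detection 60 min.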
NALP3 yeast inh: NALP3 inhibition in yeast | Yeast reconstituted NLRP3/ASC/caspase-1, beta-gal luminescence, 24 h | inhibition, % at 10 µM | actives 0.39% (n = 330,000) | AID 2825;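 active means inhibition of 50% or more; inactive means inhibition below 50%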;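 further: plate controls were induced DMSO wells for no effect and uninduced yeast grown without galactose for full effect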
GRIN3A LBD mod: modulators (binders) of human NR3A ligand-binding domain. NR3A LBD differential scanning fluorimetry, Tm shift; 0% = protein alone, 100% = glycine-bound protein. Tm shift relative to glycine control, % at 25 µM. actives 2.5% (n = 340,000);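 active means melting temperature shift of at least 10% of the positive control shift, at one fixed dose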
APJ antagonist: blocks the human apelin receptor APJ. CHO-K1 APJ beta-arrestin complementation, luminescence. inhibition, % at 20 µM. actives 0.32% (n = 330,000);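 active means inhibition above about 40% at 20 µM, limit read from the data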;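 further: cells challenged with 10 nM apelin-13 agonist together with compound; plate controls were apelin-13 plus DMSO wells for no effect and DMSO wells lacking apelin-13 for full effect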
Numbers without * were called inactive; / = no result given.

Molecule	MPTP block	TIM10 inh	tim10-1 inh	tim23-1 inh	MIN6 prolif	APJ agonist	NALP3 yeast inh	GRIN3A LBD mod	APJ antagonist
CCCCN(C(=O)CSc1nnc(-c2ccccc2OC)n1C)c1c(N)n(Cc2ccccc2)c(=O)[nH]c1=O	0.0	9	20	8	-4	-4	8	0	3
O=c1cc(-c2ccc(O)c(O)c2)oc2cc(O)c(C3OC(CO)C(O)C(O)C3O)c(O)c12 (stereo unspecified)	-0.2	-3	-8	-1	2	-5	15	1	-3
Cc1ccccc1NC(=O)Cc1nnc(SCC(=O)N2CCOCC2)n1C	-2.2	6	-5	-10	-3	1	10	1	9
COC(=O)c1cccc(NC(=S)N2CCCCC2)c1	2.4	2	12	11	-1	-3	19	-2	9
Cc1ccc(NC(=S)NCc2cccs2)cc1	0.4	-30	-8	34	-1	1	22	0	15
COc1ccc(NC(=O)CSCC(=O)N=c2sccn2C)cc1	-2.4	4	2	13	0	2	14	2	-10
CCN(CC)CCCN(C(=O)c1cccs1)c1nc(-c2ccc(OC)cc2)cs1	-3.8	17	26	18	-5	-6	27	0	2
CCO[C@@H]1c2c(ccc3ccc(=O)oc23)OC(C)(C)[C@@H]1O	-0.3	6	3	-3	0	-3	2	0	7
CCN(CC)CCCNC(=O)c1cc(Sc2nnc(C)s2)nc2ccccc12	1.6	0	10	12	0	0	20	-1	1
CC(=O)OC1CC2(C)/C(=N\O)CCC2C2CCc3cc(O)ccc3C12 (stereo unspecified)	-0.1	16	17	10	-4	-1	1	0	-9

Additional compounds.
Molecule	MPTP block	TIM10 inh	tim10-1 inh	tim23-1 inh	MIN6 prolif	APJ agonist	NALP3 yeast inh	GRIN3A LBD mod	APJ antagonist
O=C(/C=C/c1ccccc1Cl)NCCc1ccccc1	-0.6	49*	3	39	-1	-2	45	8	-3
CCCC(=O)Nc1cc(=O)[nH]c2ncnn12	2.4	9	-2	19	1	0	6	-1	-3
CCOC(=O)C1CCN(C(=O)c2ccccc2NS(=O)(=O)c2ccc(F)c(F)c2)CC1	1.4	29	23	29	0	-2	10	2	10
Cc1ccc2nc(C)c(C(=O)N/N=C/c3ccccc3[N+](=O)[O-])cc2c1	0.8	29	21	10	2	-3	10	-2	-10
CCCCCCNC(=O)CCc1nc2cccnc2n1Cc1ccc(OC)cc1	0.8	17	21	23	-2	-1	16	1	18
Cc1occc1-c1nnc(SCC(N)=O)n1Cc1ccccc1	-1.5	11	14	3	1	-1	-12	-2	-8
O=C(Cc1ccc(F)cc1)N1CCC(CC2CC(c3ccc(Cl)cc3)=NO2)(C(=O)NCC2CCCCC2)CC1 (stereo unspecified)	-0.2	9	11	29	-9	-1	13	-4	-2
O=C(CSc1nnc(-c2ccccc2)o1)Nc1ccccc1F	0.3	10	24	12	-5	-4	26	-2	-4
O=C(CCc1ccc(S(=O)(=O)N2CCOCC2)cc1)Nc1ccc2c(c1)OCCO2	1.5	8	9	10	-1	-5	-15	0	-11
CC(C)(OC1OC(CO)C(O)C(O)C1O)[C@H]1Oc2ccc3ccc(=O)oc3c2[C@H]1O (stereo partly specified)	0.0	-5	-8	-2	2	-2	35	-2	-4

Next part.
Molecule	MPTP block	TIM10 inh	tim10-1 inh	tim23-1 inh	MIN6 prolif	APJ agonist	NALP3 yeast inh	GRIN3A LBD mod	APJ antagonist
CCOC(=O)c1c(C)nc2c(c1-c1ccccc1)C(=O)c1ccccc1-2	2.7	31	30	32	-3	-2	-37	0	-5
O=C(NCC(c1ccco1)N1CCCC1)c1cc(S(=O)(=O)N2CCCCC2)ccc1Cl (stereo unspecified)	1.3	1	0	5	0	1	5	-2	-2
CCOC(=O)C(C)Oc1ccc(NC(=O)C(Cl)(Cl)Cl)cc1 (stereo unspecified)	1.4	11	20	15	-2	2	1	8	-13
COc1ccc(CCNC(=O)C2CCN(S(=O)(=O)N3CCCCCC3)CC2)cc1OC	-1.1	-10	5	43	-3	-5	3	-1	-7
CCn1cc(C(=O)NCc2ccc3c(c2)OCO3)c(=O)c2cc(S(=O)(=O)N(C)C)ccc21	-18	-6	-2	2	0	-1	4	-1	0
CC(C)c1ccc(C2C3=C(COC3=O)Nc3cc4c(cc32)OCO4)cc1 (stereo unspecified)	0.6	-15	11	-4	-5	-2	12	-8	-3
CCOc1ccccc1NC(=O)C(OC(=O)c1cc(C)oc1C)c1ccccc1 (stereo unspecified)	5.1	27	29	13	-5	-5	6	-2	8
COc1ccc(/C=C/c2ccc3c(Br)ccc(O)c3n2)cc1	3.5	16	7	3	-5	-1	8	4	-1
CC1(C(=O)NC2CCCCCCC2)CCC(=O)N1Cc1cccnc1 (stereo unspecified)	-0.3	-5	2	-12	-2	0	15	0	18
Cc1ccc(CNC(=O)C2CCCN(S(C)(=O)=O)C2)cc1 (stereo unspecified)	0.1	-6	-15	-4	-3	-2	8	-17	-5

Arranged by molecular weight (falling): 9 of the compounds above
Molecule	MPTP block	TIM10 inh	tim10-1 inh	tim23-1 inh	MIN6 prolif	APJ agonist	NALP3 yeast inh	GRIN3A LBD mod	APJ antagonist
O=C(NCC(c1ccco1)N1CCCC1)c1cc(S(=O)(=O)N2CCCCC2)ccc1Cl (stereo unspecified)	1.3	1	0	5	0	1	5	-2	-2
CCn1cc(C(=O)NCc2ccc3c(c2)OCO3)c(=O)c2cc(S(=O)(=O)N(C)C)ccc21	-18	-6	-2	2	0	-1	4	-1	0
COc1ccc(CCNC(=O)C2CCN(S(=O)(=O)N3CCCCCC3)CC2)cc1OC	-1.1	-10	5	43	-3	-5	3	-1	-7
CC(C)(OC1OC(CO)C(O)C(O)C1O)[C@H]1Oc2ccc3ccc(=O)oc3c2[C@H]1O (stereo partly specified)	0.0	-5	-8	-2	2	-2	35	-2	-4
CCOc1ccccc1NC(=O)C(OC(=O)c1cc(C)oc1C)c1ccccc1 (stereo unspecified)	5.1	27	29	13	-5	-5	6	-2	8
COc1ccc(/C=C/c2ccc3c(Br)ccc(O)c3n2)cc1	3.5	16	7	3	-5	-1	8	4	-1
CCOC(=O)C(C)Oc1ccc(NC(=O)C(Cl)(Cl)Cl)cc1 (stereo unspecified)	1.4	11	20	15	-2	2	1	8	-13
CC(C)c1ccc(C2C3=C(COC3=O)Nc3cc4c(cc32)OCO4)cc1 (stereo unspecified)	0.6	-15	11	-4	-5	-2	12	-8	-3
CC1(C(=O)NC2CCCCCCC2)CCC(=O)N1Cc1cccnc1 (stereo unspecified)	-0.3	-5	2	-12	-2	0	15	0	18

Remaining list, next part:
Molecule	MPTP block	TIM10 inh	tim10-1 inh	tim23-1 inh	MIN6 prolif	APJ agonist	NALP3 yeast inh	GRIN3A LBD mod	APJ antagonist
Cc1noc(C(=O)N2CCN(c3ccc(F)cc3)CC2)c1Cl	-0.4	-9	-10	-7	6	-1	-7	-2	-59
CC(C(=O)Nc1cccnc1)N1C(=O)C2C3C=CC(C3)C2C1=O (stereo unspecified)	1.6	7	6	5	-3	-6	4	1	-4
CC(=O)Oc1cccc(C(=O)Nc2ccc3c(c2)C(=O)N(CC2CCCO2)C3=O)c1 (stereo unspecified)	0.9	0	20	7	-5	2	16	-5	-17
Cc1cccc(N(C(=O)c2snc(C(N)=O)c2N)C(C(=O)NCC2CCCO2)c2ccc(N(C)C)cc2)c1C (stereo unspecified)	1.0	12	-13	8	-2	2	6	-2	14
O=C(CN1C(=O)/C(=C/c2ccccc2Cl)SC1=S)NC1CCS(=O)(=O)C1 (stereo unspecified)	0.4	14	4	10	0	2	3	1	-19
Cc1ccc(NC2CCCN(C(=O)C3CCCCC3)C2)cc1C (stereo unspecified)	0.2	9	15	22	2	-6	13	0	3
O=C(CSc1ccccn1)N1CCN(c2ncc(C(F)(F)F)cc2Cl)CC1	1.2	-25	22	22	1	3	16	-1	1
CCOC(=O)c1ccc(NC(=O)CN2C(=O)NC3(CCC(C)CC3)C2=O)cc1 (stereo unspecified)	-3.7	-13	-12	13	-4	2	12	-2	-5
O=C(Nc1nc2ccccc2n1CCN1CCCC1)c1ccc(Cl)cc1	-0.6	-4	13	10	-2	-3	18	-5	10
CCOC(=O)C1CCN(c2nc3ccccc3n2CC(=O)c2ccccc2)CC1	-2.0	18	13	34	1	-4	6	-1	15

Further structures.
Molecule	MPTP block	TIM10 inh	tim10-1 inh	tim23-1 inh	MIN6 prolif	APJ agonist	NALP3 yeast inh	GRIN3A LBD mod	APJ antagonist
COC(=O)C(Cc1ccccc1)OS(N)(=O)=O (stereo unspecified)	0.0	2	-5	12	-2	9	-3	1	5
CC(=O)NC1C(=O)N(Cc2ccccc2)c2ccc(Br)cc21 (stereo unspecified)	-0.5	-12	5	21	-6	1	8	-1	13
CCC1CCCCN1C(=O)COC(=O)CN(C)S(=O)(=O)c1ccc(NC(C)=O)cc1 (stereo unspecified)	-0.9	12	-3	12	6	6	19	-3	13
COc1ccc2[nH]c(=O)c(CN(CCc3ccccc3)Cc3nnnn3CC3CCCO3)cc2c1 (stereo unspecified)	0.1	0	3	15	-2	4	13	-1	-8
COc1ccc(C(=O)c2sc(Nc3cccc(OC)c3)c(C(=O)Nc3cccc(C)c3C)c2N)cc1	11	17	18	24	-6	-2	18	5	3
CCC(=O)NNc1ncnc2c1cnn2-c1ccccc1	-0.1	-7	4	15	1	-1	-8	-2	-18
Cc1cccc(NC(=O)C(C)SCc2ccccc2)c1 (stereo unspecified)	-1.1	8	21	25	1	-4	30	2	0
COc1cccc(N/C(N)=N/c2nc(CSc3ccccn3)cc(=O)[nH]2)c1	/	7	7	12	-4	-1	21	/	-1
CCCCn1c(N)c(N(CC)C(=O)c2ccc([N+](=O)[O-])c(C)c2)c(=O)[nH]c1=O	0.5	-3	19	29	-2	0	8	-2	3
Cc1nc([N+](=O)[O-])c(C(=O)OCc2ccc(C#N)cc2)n1C	1.7	-10	4	15	2	-2	7	1	-2

Outcome played no part in choosing rows; overall some 7.2% were active at least once.
